B2AR arrestin – agonists driving beta-arrestin recruitment to human beta2-adrenergic receptor; P07550; beta-arrestin recruitment to beta2AR, cell-based reporter; Potency, µM (top dose mostly 46.1 µM), for the others: top-dose activation, most hits filed as activators; 0.02% of 330,000 active;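 note: potency is the fitted concentration of half-maximal effect; 0% = DMSO controls and full agonism = EC100 isoproterenol or metaproterenol; nearly all actives have a fitted effect of over 65% in size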
Target sequence (P07550 whole entry, looked up): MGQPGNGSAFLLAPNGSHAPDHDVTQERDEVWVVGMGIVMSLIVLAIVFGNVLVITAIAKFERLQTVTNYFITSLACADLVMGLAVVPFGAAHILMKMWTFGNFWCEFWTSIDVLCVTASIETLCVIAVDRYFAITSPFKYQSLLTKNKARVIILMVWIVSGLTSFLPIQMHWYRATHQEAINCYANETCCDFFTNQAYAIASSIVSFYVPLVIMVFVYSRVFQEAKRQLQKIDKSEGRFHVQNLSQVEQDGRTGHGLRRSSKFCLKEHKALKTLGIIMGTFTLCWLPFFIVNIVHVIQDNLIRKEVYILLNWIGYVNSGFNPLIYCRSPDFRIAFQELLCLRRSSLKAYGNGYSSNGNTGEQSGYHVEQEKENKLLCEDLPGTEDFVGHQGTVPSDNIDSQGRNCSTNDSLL
Menin-MLL TR inh – menin-MLL binding inhibition, Texas Red mutant peptide. O00255. Menin + Texas Red MLL mutant peptide, fluorescence polarization. Potency, µM (top dose mostly 61.6 µM), for the others: at the top dose FP activity change, negative = inhibition, actives largely listed as inhibitors. 0.23% of 270,000 active. AID 1768; active = well fitted inhibition curve with a large enough effect in the polarisation, with a control signal flat, not every such curve was filed as active; inconclusive = small, poorly fitted or top-dose-only effect, or effect the other way, or a change in a side signal; inactive = no such curve, though single readings can be large or run the other way; the % refers to the polarisation; note: potency is the fitted concentration of half-maximal effect; % of control where 0% means no effect; many of its hits are not listed in these tables
Target sequence (O00255 whole entry, looked up): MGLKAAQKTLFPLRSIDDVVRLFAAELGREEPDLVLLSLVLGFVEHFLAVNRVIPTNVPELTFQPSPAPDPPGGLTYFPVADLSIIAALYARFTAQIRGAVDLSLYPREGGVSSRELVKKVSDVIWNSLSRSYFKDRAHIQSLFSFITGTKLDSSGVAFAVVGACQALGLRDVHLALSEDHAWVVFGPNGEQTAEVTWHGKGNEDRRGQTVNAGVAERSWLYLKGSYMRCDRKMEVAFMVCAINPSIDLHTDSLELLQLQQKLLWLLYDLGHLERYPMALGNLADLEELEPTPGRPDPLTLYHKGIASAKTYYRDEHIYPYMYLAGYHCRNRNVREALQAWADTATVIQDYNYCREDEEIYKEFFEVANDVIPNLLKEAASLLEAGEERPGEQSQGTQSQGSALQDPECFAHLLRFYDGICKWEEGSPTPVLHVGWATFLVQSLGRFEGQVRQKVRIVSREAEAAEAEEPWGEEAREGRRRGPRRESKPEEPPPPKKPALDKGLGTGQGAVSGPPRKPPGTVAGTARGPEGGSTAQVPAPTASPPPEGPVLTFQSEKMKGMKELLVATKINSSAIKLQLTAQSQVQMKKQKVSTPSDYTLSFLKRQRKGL
PKM2 activator – PKM2 (human) enzyme activation. purified PKM2, Kinase-Glo ATP luminescence, activation; response scale: 0% is enzyme alone, no compound. Potency, µM (titrated, usually from 57.5 µM), without a hit: top-dose activation, actives largely listed as activators. 0.34% of 260,000 active. AID 1631; note: potency is the fitted concentration of half-maximal effect; % is set by controls: 0 for no effect and ±100 for the full control effect; nearly all actives have a fitted effect of over 55% in size
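Purified hPK-M2 (>95%) run at intermediate activity with 0.1 mM ADP and 0.5 mM PEP in 50 mM imidazole pH 7.2, KCl, MgCl2; 1 h room temperature. ATP formed read by Kinase-Glo luminescence; normalized to uninhibited and no-enzyme controls.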
TSG101-PTAP inh – blocks PTAP/TSG101 interaction to inhibit HIV-1 budding; Q99816; Fluorescence polarization, FITC-PTAP peptide / Tsg101 binding; Potency, µM (highest dose often 115 µM), inactives show at the highest dose activity change, negative = inhibition, most hits filed as inhibitors; 340,000 tested, under 10 active; active = well fitted inhibition curve with a large enough effect in the main read-out, with a control signal flat, not every such curve was filed as active; inconclusive = small, poorly fitted or top-dose-only effect, or effect the other way, or a change in a side signal; inactive = no such curve, though single readings can be large or run the other way; note: potency is the fitted concentration of half-maximal effect; % of control where 0% means no effect
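Fluorescence anisotropy tracks displacement of a FITC-tagged PTAP peptide (50 nM) from the Tsg101 binding domain (10 uM), following a 20 min room-temperature incubation at pH 7.5.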
ASM inhibitor – human S-ASM enzyme inhibition; P17405; placental ASM, HMU-PC fluorogenic substrate, 60 min; Potency, µM (highest dose often 57.5 µM), for the others: at the highest dose activity change, negative = inhibition, usual class: inhibitors; 0.006% of 340,000 active; note: potency is the fitted concentration of half-maximal effect
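HMU-PC0 cleavage (9 uM final) by human placental ASM, 60 min at 37 °C following 10 min compound exposure at RT; stopped at pH 10, fluorescence Ex 386/Em 447 nm.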
Giardia killer – kills Giardia lamblia | 0.15% of 340,000 active | Giardia lamblia trophozoite viability | activity change, % at 7.66 µM, hits read low | AID 540267; in the data active = activity change below about -80%; inconclusive = between about -30% and that limit;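 note: parasites exposed to compound for two days anaerobically before the ATP read; % is set by controls: 0 for no effect and ±100 for the full control effect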
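Luminescence from cellular ATP indicates surviving trophozoites (100 cells/well) following 48 hrs anaerobic compound treatment at 37 deg C; signal develops 15-30 min at room temperature.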
Chronic BCR inh – chronic active BCR signaling inhibition; ABC-DLBCL IkBa-CBG/CBR reporter, luminescence ratio, 4 h; 0.05% of 340,000 active; AID 493014; Potency, µM (top dose mostly 46.1 µM), for inactives: top-dose ratio change, negative = lower green/red ratio, most hits filed as inhibitors; active = well fitted inhibition curve with a large enough effect in the signal ratio, with a control signal flat, not every such curve was filed as active; inconclusive = small, poorly fitted or top-dose-only effect, or effect the other way, or a change in a side signal; the % refers to the signal ratio;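 note: potency is the fitted concentration of half-maximal effect; plate controls were basal doxycycline-induced cells for no effect and cells given 10 µM MG132 for full effect; MG132 reads +100%, hits lower the ratio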
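Compounds up to 46 uM were incubated four hours with TMD8 cells whose green CBG68 luciferase is fused to IkappaBalpha; red CBR luminescence normalised the signal, and concentration-effect curves were fitted to fusion, red and ratio data.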
Tb PFK block – inhibitors of T. brucei phosphofructokinase; Potency, µM (doses to about 57.5 µM), for the others: at the top dose activity, negative = inhibition, actives largely listed as inhibitors; 0.17% of 330,000 active; AID 485367; T. brucei PFK, ADP-Glo luminescence;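 note: potency is the fitted concentration of half-maximal effect; 0% = uninhibited 1x PFK enzyme wells and -100% = no-enzyme wells; nearly all actives have a fitted effect of over 60% in size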
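In TEA buffer at pH 8.0 with 5 mM MgCl2, enzyme (1.25 nM) converted F6P (0.5 mM) and ATP (0.1 mM) for 45 min at room temperature. ADP product was read by luciferase luminescence.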
Coupling enz – counter-screen for Giardia aldolase inhibitors: coupling enzyme system | coupling enzyme system counterscreen, AmpLite Red fluorescence | 0.67% of 290,000 active | activity change, negative = inhibition, % at 58.2 µM, hits read low | AID 2472; in the data active = activity change below about -30%; note: % is set by controls: 0 for no effect and ±100 for the full control effect
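Final compound at 57.5 uM, incubated 10 min at RT with coupling enzyme reagent (glyceraldehyde-3-phosphate), then 20 min with substrate and AmpLite Red detection. Fluorescence read at 525/598 nm; tests interference with the coupling assay, not aldolase inhibition.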
GALK inh – blocks human galactokinase activity; AID 1868; P51570; 0.007% of 270,000 active; Potency, µM (top dose mostly 57.5 µM), inactives show top-dose activity change, negative = inhibition, usual class: inhibitors; Purified GALK, Kinase-Glo residual ATP luminescence; note: potency is the fitted concentration of half-maximal effect; % is set by controls: 0 for no effect and ±100 for the full control effect
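Kinase-Glo Plus luminescence measured ATP left after a 1 h room-temperature reaction. The reaction used 5 nM GALK, 100 uM galactose and 35 uM ATP at pH 8.0 (20 mM HEPES, 5 mM MgCl2, 60 mM NaCl, 1 mM DTT, 0.01% BSA).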
a7 integrin act – integrin-mediated muscular dystrophy alleviation activation. alpha7betagal myoblasts, beta-gal FDG fluorescence, 48 h. Potency, µM (highest dose often 38.3 µM), without a hit: at the highest dose activation, usual class: activators. 0.064% of 350,000 active;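 note: potency is the fitted concentration of half-maximal effect; 100% = response of the positive control SU9516; nearly all actives have a fitted effect of over 60% in size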
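alpha7betagal+/- myoblasts (passage 13, 250/well) treated 48 h at 37C with compounds at 1:260 dilution of DMSO stock. Lysed, then beta-galactosidase activity read as FDG fluorescence (ex 480/em 540) after 30 min, with pre-read for autofluorescence.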
The depositor's hits bear a star; ? = inconclusive; nt = not tested or not shown; [ ] = another dose, or the depositor's remark. Unless noted, calls come from the whole dose curve; as a rule, active = well fitted curve in the direction sought with a large enough effect; inconclusive = small, poorly fitted or top-dose-only effect, or another doubt; inactive = no such curve, though single readings can be large; an effect the other way counts as inactive or inconclusive. A portion of the library; rates above refer to the full screens.

SMILES	B2AR arrestin	Menin-MLL TR inh	PKM2 activator	TSG101-PTAP inh	ASM inhibitor	Giardia killer	Chronic BCR inh	Tb PFK block	Coupling enz	GALK inh	a7 integrin act
CN=c1scc(-c2ccc([N+](=O)[O-])cc2)n1/N=C/c1ccco1	-0.1%	?	-6%	-2%	-6%	?	1%	-6%	-1	-1%	19%
CCCCC(=O)Nc1ccc(C(=O)Nc2nc(CC(=O)OCC)cs2)cc1	-0.1%	4%	-1%	-3%	-2%	3	-26%	3%	-10	1%	-3%
CCC(C)c1ccc(NC(=O)CN(C)CC(=O)Nc2cccc(OC)c2)cc1 (stereo unspecified)	0.3%	36%[activator]	-3%	0%	1%	-15	?	0%	-4	-2%	18%
CCOC(=O)n1c(=O)n(Cc2cccc(C)c2)c2ccccc21	0.5%	?	1%	-2%	-6%	-8	9%	1%	-1	-1%	-24%
COc1ccc(Cn2c(-c3ccco3)nc3oc4ccccc4c(=O)c3c2=O)cc1	-2.3%	-7%	-1%	-5%	2%	10	10%	-2%	2	3%	12%
CCOC(=O)c1ccccc1NC(=O)C1CSC2(C)CCC(=O)N12 (stereo unspecified)	0.0%	-9%	6%	-12%	-1%	11	7%	-8%	2	4%	9%
COc1cc(CCCN2CCNC[C@@H]2c2ccccc2)cc(OC)c1OC	0.1%	nt	nt	0%	-1%	27	1%	-3%	nt	nt	21%
O=C(c1ccccc1)c1cccc(C(=O)c2ccccc2)c1	0.4%	nt	nt	-8%	-2%	23	0%	1%	nt	nt	?
Cc1ccc(C(=O)OCC(=O)N(C)C2CCS(=O)(=O)C2)cc1S(=O)(=O)N1CCCCC1 (stereo unspecified)	-0.1%	nt	nt	0%	1%	1	?	-1%	nt	nt	4%
FC(F)(F)c1cccc(NC(=S)NCc2ccc(Cl)cc2)c1	-0.1%	?	0%	-5%	0%	-9	?	6%	0	0%	-70%[inhibitor]
COc1ccc(-n2cc(-c3ccccc3)[nH]c2=S)cc1	0.0%	1%	-5%	-3%	-2%	36[activator]	?	-24%	0	2%	14%
Cc1ccc(C(=O)c2ccccc2C(=O)OCC(=O)Nc2ccc(SC(F)F)cc2)cc1	0.0%	8%	9%	-1%	-3%	2	-5%	-3%	-19	1%	-42%
O=C(NS(=O)(=O)c1ccccc1)c1ccccc1F	-0.7%	5%	5%	-5%	-1%	2	5%	2%	5	-5%	-15%
CCc1ccc(NC(=O)C(=O)NCCN2CCN(S(=O)(=O)c3ccccc3)CC2)cc1	-0.5%	nt	nt	0%	4%	2	0%	0%	2	-1%	8%
Cc1cc(NC(=O)Nc2ccccc2)n(-c2ccccc2)n1	nt	-15%	14%	1%	-1%	12	nt	nt	-4	3%	27%
COc1ccccc1NS(=O)(=O)c1cc(C(=O)NCC2CCCO2)ccc1C (stereo unspecified)	-0.1%	nt	nt	-1%	nt	6	1%	-6%	nt	nt	0%
O=C(Cc1nc2ccccc2[nH]1)c1ccc([N+](=O)[O-])cc1	8.0%	nt	7%	-7%	177%[activator]	-10	?	6%	0	0%	6%
CCOc1ccc(N(CC(=O)Nc2cccc(C)c2)S(C)(=O)=O)cc1	-0.8%	6%	-11%[11.5 µM]	1%	-3%	21	5%	-14%	0	7%	0%
[O-]c1n[n+](-c2ccc(Cl)cc2)cc2ccccc12	0.1%	-3%	-1%	0%	-4%	0	-2%	-2%	3	9%	-16%
O=C(COC(=O)c1cccc(S(=O)(=O)N2CCOCC2)c1)Nc1ncc(Cl)cc1Cl	0.2%	nt	nt	-8%	1%	-7	2%	3%	nt	nt	0%
CCOc1ccc(NC(=O)COc2coc(CN3CCc4ccccc4C3)cc2=O)cc1	-0.6%	nt	nt	-2%	nt	16	-4%	22%	nt	nt	6%
COc1ccc(C(=O)NNC(=O)C(=O)Nc2ccc(C)c(Cl)c2)cc1	0.0%	17%	0%	-4%	-1%	-24	-6%	0%	7	9%	0%
O=C(O)c1cccc(C(=O)O)c1Br	0.1%	-2%	1%	-2%	5%	17	-10%	-2%	0	nt	4%
O=C(C[n+]1cccc(CNC(=O)c2ccc(OC(F)F)cc2)c1)c1ccccc1	-0.2%	-3%	1%	-4%	-3%	-17	2%	5%	-1	-2%	34%
Cc1cc(NCCO)nc(-n2nc(C)cc2C)n1	-1.0%	9%	-9%	-6%	5%	-1	6%	-10%	1	1%	-17%
N#C[C@@H]1N(Cc2ccccc2)C(=O)[C@H]2CC3C=CC21O3 (stereo partly specified)	-2.4%	nt	nt	-6%	11%	-14	-6%	2%	nt	nt	?
COc1ccc(NC2SC(=O)N(CC(=O)O)C2=O)cc1 (stereo unspecified)	-1.5%	-5%	-3%	-3%	5%	0	3%	1%	-3	-2%	-15%
CC1CC1C(=O)OCC(=O)Nc1ncc(Cl)cc1Cl (stereo unspecified)	-0.1%	nt	nt	-10%	-2%	10	5%	-20%	nt	nt	-1%
CC(C)Cc1nc(C#N)c(N2CCC(C(N)=O)CC2)o1	-0.2%	-4%	-8%	-2%	1%	-10	?	-1%	4	1%	-9%
Cc1[nH][nH]c(=O)c1C(c1ccc(-c2cccc(C(=O)O)c2)o1)c1c(C)[nH][nH]c1=O	0.1%	?	12%	-2%	0%	-6	-4%	-1%	-31*	0%	10%
Cc1cc(C)n(S(=O)(=O)c2ccc3ccccc3c2)n1	1.1%	-4%	2%	-2%	0%	-4	-5%	-2%	-1	-1%	-17%
CC(NC(=O)c1cc(S(=O)(=O)N2CCOCC2)cn1C)c1ccccc1 (stereo unspecified)	-0.1%	15%	2%	-5%	-1%	0	-2%	3%	0	nt	-4%
Clc1cccc(Cl)c1COn1nnc2ccccc21	0.3%	1%	-7%	nt	-4%	3	2%	0%	-10	-1%	-32%
CC(C)(C)n1ncc2c(=O)n(Cc3cccc(Cl)c3)cnc21	-0.2%	-14%	-3%	-2%	-1%	0	3%	0%	0	0%	0%
CCOC(=O)c1cnc2nc(Cc3ccccc3)[nH]n2c1=O	-0.1%	-24%	-12%	-5%	10%	-1	?	4%	1	4%	4%
CC(=O)Nc1ccc(S(=O)(=O)N[C@@H](C)C(=O)OCC(=O)c2ccc(C)cc2)cc1	-1.7%	nt	nt	-2%	-1%	17	-1%	7%	nt	nt	-12%
CC(=O)c1ccc(NC(=S)NCc2ccco2)cc1	-0.2%	10%	9%	-7%	10%	3	?	-3%	4	-1%	3%
CCN1CCCc2cc(CN(CCN3CCOCC3)C(=S)Nc3ccc(OC)cc3)ccc21	-1.2%	0%	7%	-1%	0%	8	1%	-1%	-1	1%	17%
O=C1c2ccccc2C(=O)N1CC(O)COc1ccccc1Cl (stereo unspecified)	-0.2%	-10%	1%	2%	0%	11	-1%	0%	-2	0%	6%
O=Cc1ccc(OC(=O)C2CC(=O)N(c3ccc(F)cc3)C2)cc1 (stereo unspecified)	0.3%	10%	0%	-1%	0%	-12	11%	1%	4	4%	18%
O=[N+]([O-])c1ccc(Nc2ccccc2F)nc1	7.4%	?	-8%	-4%	-2%	-18	?	-2%	0	-1%	10%
C/C(=C/c1ccccc1)C(=O)N1CCN(c2ccc(F)cc2)CC1	-1.1%	-14%	3%	-5%	3%	-3	?	2%	-1	1%	18%
CN(C)CCN(C(=O)c1ccc(Br)s1)c1nc2cc3c(cc2s1)OCCO3	0.1%	0%	-2%	-1%	-5%	7	?	4%	-9	0%	-1%
COc1cccc(CNc2ccc(F)c([N+](=O)[O-])c2)c1O	0.0%	22%	?	-6%	-3%	-2	-7%	?	0	1%	-12%
Cc1cccc(NC(=O)c2cccc(N3C(=O)C4C5CCC(C5)C4C3=O)c2)c1C (stereo unspecified)	-0.5%	-9%	-3%	0%	0%	2	1%	0%	nt	0%	6%
COc1ccc(Cn2c(CCC(=O)NCc3ccco3)nc3cccnc32)cc1	0.0%	-6%	4%	-4%	5%	2	-3%	5%	-8	-1%	-10%
Cc1ccc(CCN=c2c([N+](=O)[O-])nn(-c3ccccc3)n2O)cc1	-0.3%	-9%	0%	-6%	-8%	?	0%	3%	0	-2%	20%
Cc1ccc(NC(=O)CCN2CCN(CCO)CC2)cc1Br	-1.0%	5%	7%	0%	4%	-16	0%	-1%	0	9%	-7%
O=C(Nc1ccccc1)N1CCc2ccccc2C1	-0.2%	11%	-19%	-1%	-1%	-16	?	0%	1	-2%	-3%
